High-throughput results: PubChem, several laboratories
Tat transport = E. coli Tat export inhibitors, primary screen, MC4100, TorA-mCherry reporter, fluorescence, single point; inhibition, % at 10 µM; actives 0.036% (n = 340,000); AID 488895, 2010;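 active means mean replicate inhibition at least 50% and at least half of replicates individually reaching 50%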;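 further: exported cargo escapes ClpAP degradation while cytoplasmic cargo is degraded and loses fluorescence; 0% = median of neutral control wells and 100% = median of NaSCN control wells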
Mot1-301 SUMO = yeast Mot1-301 growth rescue at high temperature, primary screen, SUMOylation pathway inhibitor project, S. cerevisiae, ATP luminescence, 38.5C | S. cerevisiae Mot1-301 growth rescue; percent above DMSO median, 100 means doubled | growth rescue, % at 18.8 µM | actives 1% (n = 320,000);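 active means every valid replicate shows activation above 250% relative to neutral control wells; inactive means the rest, any valid replicate at or below 250%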;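 further: OY570 slx delta 5 strain wells were the positive control but not used for scaling; some compounds called inactive have numbers as strong as hits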
OPRM1-OPRD1 inv = inverse agonists of MOR-DOR heterodimerization, primary screen, cell-based, luminescence | Mu-type opioid receptor (Homo sapiens) + Delta-type opioid receptor (Homo sapiens), … | cell-based MOR-DOR heterodimer luminescence, inverse agonism | inhibition, % at 9.3 µM | actives 0.21% (n = 340,000) | AID 504357, 2011; in the data active means inhibition above about 22%, passing the limit was not always enough;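 further: 0% = cells with DMSO and 100% = wells without cells with DMSO; values of inactives mirror those of a sister screen read the other way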
phage Ecoli inh = growth loss of phage-infected E. coli, primary screen, RecBCD inhibitor project, absorbance, with phage, HTS. inhibition, % at 11.9 µM. actives 0.26% (n = 360,000). AID 651602, 2012; in the data active means inhibition above about 11%
E coli growth = E. coli V3065 growth inhibition, primary screen, counter-screen for AddAB inhibitor project, absorbance, OD600; 18 h; inhibition, % at 11.9 µM; actives 0.27% (n = 330,000); AID 449728, 2010;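 active means inhibition above the campaign's mean inhibition across all tested compounds plus 3 SD, cut at about 9.9% in these data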;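 further: uninfected addAB+ strain grown without phage in ampicillin broth; 0% = DMSO wells and 100% = ciprofloxacin 0.95 µg/ml wells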
PKA-R2B act = activators of PKA-R2B holoenzyme, primary screen, biochemical, fluorescence polarization, Cy5-IP20, human | AID 504700, 2011 | activation, % at 11.4 µM | actives 0.079% (n = 340,000) | PKA-R2B holoenzyme dissociation; R2B truncated from residue 108, S112A mutant; 0% DMSO only, 100% 113 µM cGMP;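 active means activation above a cutoff set at the mean over all compounds plus 3 SD, cut at about 18% in these data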;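 further: higher means more holoenzyme dissociation and a rise in polarization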
Target sequence (P31323 whole entry, looked up, other chains not shown, the tested form may be a part): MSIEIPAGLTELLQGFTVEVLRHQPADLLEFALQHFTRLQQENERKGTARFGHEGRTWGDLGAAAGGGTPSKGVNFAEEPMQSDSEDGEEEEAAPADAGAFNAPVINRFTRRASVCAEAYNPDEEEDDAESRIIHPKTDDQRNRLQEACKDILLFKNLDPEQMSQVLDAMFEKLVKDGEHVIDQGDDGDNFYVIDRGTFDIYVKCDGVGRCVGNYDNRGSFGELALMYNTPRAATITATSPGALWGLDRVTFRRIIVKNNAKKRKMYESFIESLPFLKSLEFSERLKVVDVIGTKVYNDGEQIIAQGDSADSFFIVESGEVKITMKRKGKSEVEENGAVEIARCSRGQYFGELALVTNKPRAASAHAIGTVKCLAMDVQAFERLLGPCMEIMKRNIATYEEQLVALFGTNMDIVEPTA
PfHsp90 set2 = growth inhibition of PfHsp90-expressing yeast, primary screen, antimalarial PfHsp90 inhibitor project, S. cerevisiae, BacTiter-Glo luminescence, single point, set 2; BacTiter-Glo ATP, 48 h; yeast lacking PDR1 and PDR3 efflux regulators; inhibition, % at 9.4 µM; actives 0.32% (n = 310,000); AID 504621, 2011;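 active means every replicate shows inhibition above about 80%, whatever the replicate mean, limit read from the data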;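 further: 0% = DMSO neutral controls and 100% = 20 µM radicicol positive controls; yeast relying on Plasmodium falciparum Hsp90 in place of its own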
PKA-R1A activ = activators of PKA-R1A holoenzyme, primary screen, biochemical, fluorescence polarization, Cy5-IP20, bovine R1A, mouse PKAc | cAMP-dependent protein kinase type I-alpha regulatory subunit (Bos taurus) + … | PKA-R1A dissociation; scaled: DMSO 0%, 113 µM cGMP 100% | activation, % at 11.4 µM | actives 0.083% (n = 340,000) | AID 504707, 2011;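 active means percent activation above the mean of all tested compounds plus 3 SD, cut at about 19% in these data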;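 further: higher means more PKAc released from R1A so a rise in polarization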
MOR-DOR ag = agonists of OPRM1-OPRD1 heterodimerization, primary screen, cell-based, luminescence. cells. activation, % at 9.3 µM. actives 0.3% (n = 340,000); in the data active means activation above about 18%;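 further: 0% = vehicle-treated cells and 100% = reference agonist; values of inactives mirror those of a sister screen read the other way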
HTR5A inv ag = HTR5A inverse agonists in luminescence cell assay, primary screen, counter-screen for OPRM1-OPRD1 heterodimer inverse agonist project, full-deck HTS; 5-hydroxytryptamine receptor 5A (Homo sapiens), P47898; HTR5A cell line, inverse agonism; inhibition, % at 9.3 µM; actives 0.083% (n = 340,000); AID 504634, 2011; in the data active means inhibition mostly above about 23%, no sharp cut-off; inactive means mostly below about 18%;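 further: 0% = cells with DMSO and 100% = no-cell wells with DMSO; some compounds called inactive have numbers as strong as hits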
Target sequence (P47898 whole entry, looked up): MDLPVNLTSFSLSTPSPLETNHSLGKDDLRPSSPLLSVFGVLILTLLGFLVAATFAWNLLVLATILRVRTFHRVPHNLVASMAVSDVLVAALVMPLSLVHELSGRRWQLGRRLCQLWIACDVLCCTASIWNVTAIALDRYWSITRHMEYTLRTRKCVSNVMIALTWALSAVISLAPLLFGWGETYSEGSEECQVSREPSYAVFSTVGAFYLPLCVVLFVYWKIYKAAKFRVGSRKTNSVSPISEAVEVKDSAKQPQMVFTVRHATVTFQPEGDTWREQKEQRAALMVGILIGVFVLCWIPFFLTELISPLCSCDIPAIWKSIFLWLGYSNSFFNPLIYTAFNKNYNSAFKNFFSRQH
AddAB inh = growth inhibition of E. coli expressing H. pylori AddAB, primary screen, AddAB inhibitor project, absorbance | inhibition, % at 11.9 µM | actives 0.29% (n = 330,000) | AID 435030, 2010; in the data active means inhibition above about 12%;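 further: 0% = vehicle wells of infected cells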
Starred values were filed as active, the others as inactive; · = not tested or not shown.

SMILES | Tat transport | Mot1-301 SUMO | OPRM1-OPRD1 inv | phage Ecoli inh | E coli growth | PKA-R2B act | PfHsp90 set2 | PKA-R1A activ | MOR-DOR ag | HTR5A inv ag | AddAB inh
O=C(CN1c2cccc3cccc(c23)S1(=O)=O)NCc1ccc(Cl)cc1 | 9 | -8 | -1 | -0.9 | 3.2 | -1 | 8 | -1 | 0.2 | -8 | 3.7
COc1ccc2ccccc2c1CNCc1ccc(C)cc1 | -10 | -14 | -11 | 1.7 | 0.8 | 0 | -44 | 5 | 1.9 | -7 | -1.4
CCOCCCNC(=O)C(C)NS(=O)(=O)c1ccc(C)cc1 (stereo unspecified) | 2 | 16 | 7 | 3.2 | 0.6 | 5 | 9 | 12 | -1.4 | 5 | -0.8
CS(=O)(=O)N(CC(=O)N1CCCCCC1)c1cccc(Br)c1 | 2 | -4 | 9 | 1.2 | -0.2 | 2 | · | 5 | -1.6 | 8 | 3.4
Cc1ccc(NC(=O)COc2cccc3ccccc23)c(O)c1 | 5 | 14 | -40 | 8.2 | -1.6 | -9 | -23 | 3 | 9.6 | -10 | 1.0
Cc1cccn2c(=O)c(/C=C(\C#N)C(=O)NC3CCS(=O)(=O)C3)c(N3CCC(C)CC3)nc12 (stereo unspecified) | -2 | 14 | 8 | 3.8 | -1.6 | -12 | -64 | -4 | -1.5 | 2 | 0.6
O=C(Cn1cnc2c(nnn2Cc2ccccc2)c1=O)NCc1ccco1 | 7 | -2 | 3 | 2.1 | 2.6 | 5 | 2 | 3 | -0.6 | -7 | -1.1
CN(C)c1ccc(NC(=O)CN2CCc3ccccc3C2)cc1 | -3 | 41 | -13 | 2.0 | -3.2 | 0 | -10 | -4 | 1.8 | -13 | 2.3
NC(=O)C1CCCN(CC(O)COCc2ccc(Cl)cc2)C1 (stereo unspecified) | -8 | -4 | 8 | 3.2 | -0.2 | -8 | -16 | -6 | -1.6 | -6 | -0.9
O=C1OCC(CO)(CO)N=C1NNc1cc(Cl)ccc1Cl | 3 | 68 | 23 | 5.1 | 0.7 | 2 | · | -5 | -4.5 | 1 | 0.6
COc1cc(/C=C2\SC(=S)N(NS(=O)(=O)c3ccc(C)cc3)C2=O)ccc1O | -1 | -9 | 14 | 2.0 | 2.9 | 7 | -18 | -2 | -2.7 | 7 | 2.1
CCn1c(SCC(=O)Nc2ccc(OC)c(OC)c2)nnc1-c1ccco1 | -4 | -9 | 12 | 1.4 | -1.5 | -6 | 9 | 0 | -2.4 | -1 | 1.9
O=C(NCCc1ccccc1)C(=O)NCCC1CCCCN1S(=O)(=O)c1cccs1 (stereo unspecified) | 4 | 14 | -2 | 1.8 | 0.4 | -3 | -4 | -13 | 0.3 | 3 | -2.1
Cc1cccc(Nc2nc(NC(C)C)nc(Oc3ccc(=O)n(C)n3)n2)c1 | -5 | -20 | 9 | 2.9 | 1.4 | 2 | · | 3 | -1.9 | 7 | 0.6
O=C(CCN1C(=O)/C(=C/c2ccccc2)SC1=S)NC1CCS(=O)(=O)C1 (stereo unspecified) | 4 | 16 | 10 | 0.6 | -0.1 | 5 | 7 | -2 | -1.9 | -4 | 0.9
CCOc1ccc(N(CC(=O)NCCc2ccc(C)cc2)S(=O)(=O)c2c(C)noc2C)cc1 | -3 | 108 | 4 | -0.2 | -1.8 | 8 | -11 | 11 | -0.8 | 7 | 1.2
S=C(Nc1ccccc1)Nc1nccs1 | 2 | -20 | 33* | -2.3 | -1.8 | -7 | 0 | -3 | -7.0 | -8 | -3.9
COc1ccc(NC(=O)CN2CCC(C(N)=O)(N3CCCCC3)CC2)cc1 | 2 | -4 | 8 | 2.5 | 0.5 | -10 | 10 | -3 | -1.6 | -2 | 1.5
CCOc1ccc(S(=O)(=O)N(CC(=O)NCc2cccnc2)c2ccc(F)cc2)cc1 | 5 | -13 | -11 | -0.9 | -0.9 | -13 | -4 | -11 | 1.4 | 3 | 1.4
CC(=O)c1cc(-c2ccc(F)cc2)n(CCC(=O)Nc2cccnc2)c1C | 16 | -1 | 23 | 3.2 | 3.0 | -4 | 12 | -1 | -4.7 | 5 | 1.8
O=C(CCC(=O)N(Cc1ccco1)C(C(=O)NC1CCCC1)c1ccncc1)Nc1cccnc1 (stereo unspecified) | -3 | 7 | 15 | 2.6 | 0.9 | 0 | 1 | -11 | -2.7 | -33 | 1.1
O=C1CCCN1CCCNc1nc2c(S(=O)(=O)c3ccccc3)nnn2c2ccc(Cl)cc12 | 3 | 43 | 0 | 1.5 | -3.3 | -5 | -24 | -13 | -0.1 | -9 | 1.4
O=C(O)C1C2CCC(C2)C1C(=O)NCc1ccco1 (stereo unspecified) | 3 | 10 | -5 | 0.6 | -2.7 | 10 | -20 | 2 | 0.8 | 5 | -1.7
CCc1nnc(NC(=O)CSc2nnc(Cc3ccccc3)o2)s1 | -3 | -7 | -4 | -1.9 | -2.1 | 6 | 0 | 0 | 0.7 | -10 | -0.7
O=C(COc1ccccc1Br)Nc1ccc2c(c1)OCCCO2 | 7 | 2 | -12 | 2.5 | 2.8 | -7 | -11 | 0 | 1.5 | -3 | 2.4
CCc1nnc(NC(=O)CCC(=O)O)s1 | -5 | 8 | 14 | 4.2 | -1.0 | -2 | -5 | -1 | -2.3 | -2 | 2.1
COc1cc(C(=O)NCC2(N(C)C)CCCCC2)ccc1OCc1ccccc1 | -1 | -9 | 1 | -0.1 | -0.4 | -3 | 3 | 4 | -0.2 | -36 | 0.4
N#C/C(=C(\O)c1cc(Cl)sc1Cl)c1nc2ccccc2[nH]1 | -13 | -38 | -4 | -0.7 | 2.6 | -16 | 0 | -5 | 0.7 | -21 | 2.5
CCn1nccc1C(=O)Nc1ccc(Cl)cn1 | -10 | -5 | -12 | 2.4 | 0.0 | -2 | -20 | -6 | 2.3 | -8 | -0.6
CNc1c([N+](=O)[O-])cnn1-c1ccccn1 | 5 | 24 | 8 | 1.9 | -0.4 | -5 | 12 | 5 | -1.3 | 4 | 2.2

Single records, as listed above. Screens in order: Tat transport, Mot1-301 SUMO, OPRM1-OPRD1 inv, phage Ecoli inh, E coli growth, PKA-R2B act, PfHsp90 set2, PKA-R1A activ, MOR-DOR ag, HTR5A inv ag, AddAB inh
N#C/C(=C(\O)c1cc(Cl)sc1Cl)c1nc2ccccc2[nH]1 in the list: -13, -38, -4, -0.7, 2.6, -16, 0, -5, 0.7, -21, 2.5
COc1cc(C(=O)NCC2(N(C)C)CCCCC2)ccc1OCc1ccccc1 in the list: -1, -9, 1, -0.1, -0.4, -3, 3, 4, -0.2, -36, 0.4

(continued)
SMILES | Tat transport | Mot1-301 SUMO | OPRM1-OPRD1 inv | phage Ecoli inh | E coli growth | PKA-R2B act | PfHsp90 set2 | PKA-R1A activ | MOR-DOR ag | HTR5A inv ag | AddAB inh
OC(CNCC1COc2ccccc2O1)COc1ccccc1F (stereo unspecified) | -7 | 34 | -17 | -0.7 | -0.8 | -9 | -1 | 4 | 2.1 | -18 | 0.7
CC(=O)Nc1nc(=S)n(-c2ccccc2)[nH]1 | 1 | 9 | -7 | 2.2 | -1.9 | 4 | -4 | -2 | 1.4 | 1 | 0.6
Cc1ccc(S(=O)(=O)NCCC(=O)NC(C)c2ccccc2)cc1 (stereo unspecified) | 1 | 25 | 11 | 1.9 | 0.8 | -1 | -20 | 6 | -2.1 | -3 | 1.3
Cc1ccc(NC2CCCN(C(=O)c3ccc4[nH]ccc4c3)C2)cc1C (stereo unspecified) | 5 | -16 | -9 | 0.6 | 0.2 | -5 | -19 | -1 | 1.6 | 2 | -2.9
CCOc1ccc(NC(=S)N2CCC(NC(=O)c3ccccc3C)CC2)cc1 | -5 | -6 | -11 | -0.6 | 3.4 | -2 | -11 | -2 | 1.4 | 2 | 2.7
CC(=O)Nc1c(C)ccc(S(N)(=O)=O)c1C | -6 | 9 | 17 | 0.9 | -0.1 | 3 | 4 | 3 | -3.7 | -10 | -2.9
CC(=O)c1ccccc1NC(=O)COC(=O)CSCC(=O)Nc1cc(C)on1 | -11 | 27 | 12 | 1.0 | -1.1 | -4 | 24 | -1 | -1.9 | -8 | -4.1
OCCC1CN(Cc2nc3ccccc3s2)CCN1C1CCCCC1 (stereo unspecified) | 1 | 5 | 16 | 3.6 | -1.1 | -10 | -5 | -2 | -3.2 | 8 | 5.0
COc1ncnc2c1oc1nc(C(C)C)c3c(c12)CC(C)(C)OC3 | -4 | 14 | -15 | 3.5 | -0.8 | -3 | · | 9 | 2.7 | 0 | 3.0
CC1CC(C)CN(C(=O)c2ccc(CNc3c(N4CCCC4)c(=O)c3=O)cc2)C1 (stereo unspecified) | -4 | 11 | 14 | 3.7 | 3.9 | 10 | -7 | -1 | -2.6 | -4 | 6.2
CS(=O)(=O)Nc1nnc(Cc2ccccc2)s1 | 9 | 10 | 11 | 2.2 | 0.5 | -10 | -11 | 2 | -2.5 | -2 | 1.4
O=C(N/C(C(=O)N1CCOCC1)=C(\Sc1ncccn1)c1ccccc1)c1ccccc1 | -15 | -13 | 8 | -0.6 | 1.6 | -1 | 19 | 8 | -1.5 | 20 | 5.6
CN(Cc1ccccc1)S(=O)(=O)c1ccccc1[N+](=O)[O-] | 1 | 53 | 4 | 0.8 | 1.4 | 0 | -34 | -10 | -0.7 | -14 | -1.9
COc1ccc(/C(C)=C(\C#N)C(=O)OC(C)C)cc1OC | -1 | 14 | 4 | 0.9 | -2.0 | -4 | -36 | -10 | -0.7 | -3 | -1.7
C=CCNC(=O)C(=O)Nc1ccc2c(c1)N(S(=O)(=O)c1cccs1)CCC2 | 5 | -16 | 19 | 1.8 | 1.3 | -8 | 9 | -4 | -2.9 | -6 | 1.1
COc1ccc(NC(=O)CCCC(=O)c2ccccc2)cc1 | -13 | -11 | 5 | 2.0 | 2.0 | -4 | -5 | 0 | -1.0 | -8 | 5.3
O=C1[C@H]2[C@@H](C3CC3)N3C(=O)CN(CC4CC4)C(=O)[C@@]3(Cc3ccccc3)[C@H]2C(=O)N1c1ccccc1 | -2 | -14 | -3 | 1.7 | -2.3 | 1 | -17 | -4 | 0.5 | 7 | -0.6
Cc1c(O)nc(SCC(=O)Nc2ccc3c4c(cccc24)CC3)n(-c2ccc(F)cc2)c1=O | -4 | 3 | 3 | 4.5 | -0.8 | -7 | 2 | 6 | -0.4 | -10 | 0.6
O=C1N/C(=N\N=C\c2ccc3ncccc3c2)SC1Cc1ccc(SC(F)F)cc1 (stereo unspecified) | 4 | -26 | 10 | 1.5 | -0.1 | -7 | 1 | -2 | -2.1 | 1 | -0.2
COc1cc(/C=C/C2=CC(C)(C)NC(=S)N2)cc(OC)c1OC | 3 | 14 | 8 | 2.5 | 0.4 | -2 | 9 | -3 | -1.1 | 7 | -2.4
